AT treatment = potential ataxia-telangiectasia treatment | Potency, µM (doses to about 57.5 µM), for the others: at the highest dose activation, actives largely listed as activators | AID 485349 | actives 0.19% (n = 320,000) | […] A-T fibroblasts, KAP-1 phosphorylation AlphaLISA; neocarzinostatin DNA damage 30 min before lysis; note: potency is the fitted concentration of half-maximal effect; % of control where 0% means no effect; nearly all actives have a fitted effect of over 45% in size
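hTERT-immortalized A-T patient fibroblasts ([…]), 500 cells/well in OPTI-MEM, 1% FBS, got compounds for 60 min, then NCS for 30 min at 37C. Lysates were then assayed for phospho-KAP-1 by AlphaLISA (anti-pKAP1 donor, anti-KAP1 acceptor beads), 6 hr at 25C.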
KCNH2 3.1 inh = KCNH2 3.1 (human) potassium channel inhibition. AID 720553. actives 0.95% (n = 340,000). activity change, % (tested at about 1.8 µM). U2OS KCNH2 3.1, thallium flux FluxOr; hits give low values;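 active = maximum activity change below -70%; inconclusive = maximum activity change from -70% to -50%; inactive = maximum activity change above -50%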;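 note: thallium influx rate constant from kinetic fluorescence after stimulation buffer; % is set by controls: 0 for no effect and ±100 for the full control effect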
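Channel expression came from 3.1 mutant virus (1.77 x 10^8 /mL) applied to suspended U2OS cells for 4 h. Flux was tracked with FluxOr dye plus Red40 quencher, and kinetic rate constants normalized to controls.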
Coupling enz = coupling enzyme interference in Giardia aldolase counter-screen; coupling enzyme system counterscreen, AmpLite Red fluorescence; AID 2472; actives 0.67% (n = 290,000); activity change, negative = inhibition, % at 58.2 µM, hits read low; in the data active = activity change below about -30%; note: % is set by controls: 0 for no effect and ±100 for the full control effect
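Activity here indicates interference with the coupling reaction, not aldolase inhibition. Compounds at 57.5 uM final met coupling enzymes for 10 min at RT; substrate and AmpLite Red detection followed, with a 525/598 nm fluorescence read after 20 min.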
KCNH2 WT inh = blocks the wildtype human KCNH2 potassium channel | Q12809 | U2OS, BacMam KCNH2, thallium flux FluxOr; hits give low values | activity change, % at 1.84 µM | actives 0.37% (n = 340,000) | AID 720551;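 active = maximum activity change below -70%; inconclusive = maximum activity change between -70% and -50%; inactive = maximum activity change above -50%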; note: % is set by controls: 0 for no effect and ±100 for the full control effect
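U2OS cells were transduced with wild-type KCNH2 virus (2.03 x 10^8 / mL) for 4 h at room temperature, then cultured overnight at 37 C. Thallium flux was read with FluxOr dye. Rate constants were normalized to DMSO controls.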
MLL CXXC-DNA inh = MLL CXXC-DNA interaction inhibition | Q03164 | MLL-CXXC / FITC-HOXA9 DNA fluorescence polarization | Potency, µM (series often up to 115 µM), inactives show top-dose activity change, negative = inhibition, hits mostly inhibitors | actives 0.037% (n = 290,000) | AID 2662; active = well fitted inhibition curve with a large enough effect in the polarisation, with a control signal flat, not every such curve was filed as active; inconclusive = small, poorly fitted or top-dose-only effect, or effect the other way, or a change in a side signal; inactive = no such curve, though single readings can be large or run the other way; the % refers to the polarisation; note: potency is the fitted concentration of half-maximal effect
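Purified MLL-CXXC (added from a 7 uM solution) was preincubated 5 min at ambient with pinned compounds in 50 mM Tris-HCl pH 7.5, 50 mM NaCl, 1 mM DTT, 0.05% BSA. Fluorescein-labeled HOX-A9 DNA (50 nM solution) followed, 30 min, then polarization read.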
TRPV1 ag = human TRPV1 agonism. Q8NER1. TRPV1-expressing cells, Fluo-8 calcium influx, agonist mode. activation, % at 8.33 µM. actives 0.19% (n = 320,000). AID 540275; in the data active = activation above about 80%; inconclusive = between about 30% and that limit; note: 0% is about no effect
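Fluo-8 calcium influx in TRPV1-expressing cells, kinetic read (ex 480/em 520 nm). Compound added and read 3 min for agonist activity, followed by capsaicin at EC20 final and 2 min further read for enhancement.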
MBNL1 CUG block = inhibitors of human MBNL1 binding to CUG repeat RNA; actives 0.036% (n = 280,000); TR-FRET MBNL1-His/biotin-(CUG)12 binding, 665/545 ratio; AID 2675; Potency, µM (series often up to 57.5 µM), for inactives: at the highest dose activity change, negative = inhibition, usual class: inhibitors; active = well fitted inhibition curve with a large enough effect in the signal ratio, with a control signal flat, not every such curve was filed as active; inconclusive = small, poorly fitted or top-dose-only effect, or effect the other way, or a change in a side signal; inactive = no such curve, though single readings can be large or run the other way; the % refers to the signal ratio; note: potency is the fitted concentration of half-maximal effect; % is set by controls: 0 for no effect and ±100 for the full control effect
Target sequence (Q9NR56 whole entry, looked up): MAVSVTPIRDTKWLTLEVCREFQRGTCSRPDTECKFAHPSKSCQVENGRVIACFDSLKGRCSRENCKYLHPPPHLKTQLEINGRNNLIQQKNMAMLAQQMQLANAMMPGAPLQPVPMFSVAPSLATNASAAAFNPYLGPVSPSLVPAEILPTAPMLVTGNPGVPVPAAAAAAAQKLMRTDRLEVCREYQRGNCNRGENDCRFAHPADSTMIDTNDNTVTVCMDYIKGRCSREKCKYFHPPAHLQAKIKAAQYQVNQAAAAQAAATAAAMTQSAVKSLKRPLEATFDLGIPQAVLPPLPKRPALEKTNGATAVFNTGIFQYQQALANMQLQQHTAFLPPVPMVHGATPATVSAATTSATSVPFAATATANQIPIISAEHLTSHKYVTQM
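Compounds (final 92 nM to 58 uM) are added to His-tagged MBNL1 and biotin-(CUG)12, then terbium anti-His antibody and streptavidin-XL665 (5 nM final). After 60 min at room temperature, the 665/545 nm ratio is read.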
GALK inhibitor = inhibitors of human galactokinase; actives 0.007% (n = 270,000); P51570; Potency, µM (doses to about 57.5 µM), inactives show at the highest dose activity change, negative = inhibition, hits mostly inhibitors; Purified GALK, Kinase-Glo residual ATP luminescence; note: potency is the fitted concentration of half-maximal effect; % is set by controls: 0 for no effect and ±100 for the full control effect
Target sequence (P51570 whole entry, looked up): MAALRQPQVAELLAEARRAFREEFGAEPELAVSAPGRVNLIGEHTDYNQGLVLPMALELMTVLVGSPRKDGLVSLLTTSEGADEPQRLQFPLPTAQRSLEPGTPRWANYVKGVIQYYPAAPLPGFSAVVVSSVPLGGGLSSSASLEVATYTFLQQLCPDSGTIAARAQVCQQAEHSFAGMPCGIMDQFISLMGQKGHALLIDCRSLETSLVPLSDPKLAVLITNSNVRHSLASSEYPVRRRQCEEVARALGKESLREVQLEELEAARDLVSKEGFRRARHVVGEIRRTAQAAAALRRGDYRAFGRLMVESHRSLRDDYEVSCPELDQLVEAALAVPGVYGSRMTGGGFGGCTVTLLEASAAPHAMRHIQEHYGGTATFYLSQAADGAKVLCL
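Galactose (100 uM) and ATP (35 uM) were turned over by 5 nM GALK for 1 h at RT. Kinase-Glo Plus then converted the remaining ATP into a luminescent signal.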
S-ASM inh = human S-ASM enzyme inhibition; P17405; placental ASM, HMU-PC fluorogenic substrate, 60 min; Potency, µM (series often up to 57.5 µM), for inactives: top-dose activity change, negative = inhibition, usual class: inhibitors; actives 0.006% (n = 340,000); note: potency is the fitted concentration of half-maximal effect
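Human placenta-derived ASM enzyme was preincubated with compound for 10 minutes at room temperature, then given fluorogenic substrate HMU-PC0 (9 uM final) for 60 minutes at 37 °C; a pH 10 stop preceded fluorescence reading at Ex 386/Em 447 nm.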
a7 integrin act = integrin-mediated muscular dystrophy alleviation activation. alpha7betagal myoblasts, beta-gal FDG fluorescence, 48 h. Potency, µM (doses to about 38.3 µM), without a hit: top-dose activation, hits mostly activators. actives 0.064% (n = 350,000);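 note: potency is the fitted concentration of half-maximal effect; 100% = response of the positive control SU9516; nearly all actives have a fitted effect of over 60% in size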
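alpha7betagal+/- myoblasts (passage 13, 250/well) treated 48 h at 37C with compounds at 1:260 dilution of DMSO stock. Lysed, then beta-galactosidase activity read as FDG fluorescence (ex 480/em 540) after 30 min, with pre-read for autofluorescence.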
* marks the source's active call; other numbers are inactive results; ? = inconclusive; . = no result given; [ ] = remark or other dose. Unless noted, calls come from the whole dose curve; as a rule, active = well fitted curve in the direction sought with a large enough effect; inconclusive = small, poorly fitted or top-dose-only effect, or another doubt; inactive = no such curve, though single readings can be large; an effect the other way counts as inactive or inconclusive.

SMILES	KCNH2 WT inh	a7 integrin act	GALK inhibitor	MBNL1 CUG block	AT treatment	TRPV1 ag	Coupling enz	MLL CXXC-DNA inh	KCNH2 3.1 inh	S-ASM inh
COc1cnc(-c2ccccc2)nc1Oc1ccc(Cl)cc1C	-5	-15%	6%	-3%	15%	10	0	4%	-6	0%
COc1cc(C(=O)NCC(=O)NC(C)c2ccc(-n3ccnc3)cc2)cc(OC)c1OC (stereo not drawn)	6	-11%	.	.	3%	-3	.	.	6	.
COC(=O)c1ccccc1NC(=O)/C=C/c1ccco1	-10	29%	-1%	22%	2%	-4	-1	25%	-1	0%
CCCS(=O)(=O)N1CCN=C1SCc1ccc(F)cc1	-19	3%	-2%	1%	-13%	5	.	-4%	8	3%
O=C(Nc1cccnc1)c1ccc(Cl)cc1[N+](=O)[O-]	-3	2%	15%	?	-2%	12	0	6%	2	5%
O=C(CSc1nnc2scc(-c3ccccc3)n12)NCc1ccco1	-3	14%	.	-8%[11.5 µM]	7%	1	2	17%	-7	.
Cn1nc(-c2ccccc2)c(-c2nc(-c3ccc(Cl)cc3)no2)c1Cl	5	1%	-3%	0%	5%	-8	2	28%	24	-8%
Cc1ccc(OCCCCN2CCCCC2)c(C)c1	19	22%	-3%	0%	9%	-3	2	5%	2	-2%
O=C(NC1CCCCC1)c1cc(S(=O)(=O)N2CCOCC2)ccc1Cl	3	27%	-2%	2%	-11%	-1	-2	?	0	-9%
Cn1ccnc1SCC(=O)Nc1ccc(SC(F)F)cc1	-2	23%	.	.	9%	.	.	.	-6	-2%
N#Cc1ccccc1NC(=O)c1ccc2c(c1)OCCO2	-12	37%	-1%	9%	4%	1	-1	34%[activator]	-12	-2%
CCOc1ccc(N2C(=O)CC(Cc3ccccc3OC)C2=O)cc1 (stereo not drawn)	7	9%	0%	-2%	-6%	3	3	14%	-3	-1%
Cc1ccc(OC(C)C(=O)Nc2ccc3c(c2)n(C)c(=O)n3C)cc1C (stereo not drawn)	-28	?	-2%	2%	-7%	22	1	1%	21	-2%
COc1ccc(NC(=S)N2CCN(C(c3ccccc3)c3ccccc3)CC2)c(OC)c1	-4	-32%	5%	9%	-2%	5	3	6%	13	-3%
Cc1cccc(N2CCN(C(=O)CCCOc3ccccc3)CC2)c1C	-3	-31%	0%	8%	23%	?	1	4%	-4	-5%
CC(=O)Nc1ccc(N2C(=O)CC(Sc3nc(C)cc(C)n3)C2=O)cc1 (stereo not drawn)	4	8%	-1%	-4%	-19%	-2	6	-16%	-6	3%
Cc1cn(CC(=O)NCc2ccc3c(c2)OCO3)c(=O)[nH]c1=O	-9	23%	.	.	.	.	.	.	-5	6%
O=C(CSc1ncn[nH]1)c1cccc([N+](=O)[O-])c1	-7	-5%	0%	?	9%	-2	3	-9%	-18	-1%
CCC1(CC)NC(=O)N(CC(=O)N2CCN(S(=O)(=O)c3cccc(F)c3)CC2)C1=O	7	17%	-5%	-1%	2%	0	.	-1%	-2	6%
CN(C)c1ccc(/C=N/NC(=O)C2COc3ccccc3O2)o1 (stereo not drawn)	6	?	2%	21%	-12%	0	-9	6%	.	-1%
Cc1oc2cc(O)ccc2c(=O)c1-c1nncn1-c1ccccc1	4	?	6%	-6%	1%	2	1	?	4	181%[activator]
C=CCSc1nnc(Cc2c(C)[nH]c3ccccc23)o1	-27	0%	-3%	-3%	-2%	7	3	2%	5	-11%
COc1ccc(NC(=O)CN(C2CCCCC2)S(C)(=O)=O)cc1OC	18	-15%	0%	-3%	-4%	-3	0	6%	20	3%
CCOc1ccccc1NC(=O)CN(C)S(=O)(=O)c1cnc[nH]1	-12	-1%	-1%	.	1%	1	1	8%	-8	12%
CCC(c1nnnn1C(C)(C)CC)N1CCN(c2ccccc2F)CC1 (stereo not drawn)	9	-11%	0%	5%	3%	11	0	2%	-4	-1%

The listing continues:
SMILES	KCNH2 WT inh	a7 integrin act	GALK inhibitor	MBNL1 CUG block	AT treatment	TRPV1 ag	Coupling enz	MLL CXXC-DNA inh	KCNH2 3.1 inh	S-ASM inh
Cc1ccc(S(=O)(=O)/N=C(/Nc2ccc(O)c(C(=O)O)c2)c2ccccc2)cc1	-8	2%	.	.	-4%	0	.	.	4	2%
O=C(Cc1ccccc1)Nc1ccc(S(=O)(=O)N2CCCC2)cc1	2	3%	0%	-9%	15%	3	2	-1%	2	-3%
O=C(CNC(=O)c1ccc(Cl)cc1)NNC(=O)c1ccc(Br)cc1	10	-6%	.	.	7%	.	.	.	3	0%
COc1ccc(CN(C)C(=O)c2sccc2-c2ccccc2)c(OC)c1	-5	2%	4%	-2%	0%	11	1	?	-11	7%
O=C(O)C1CC(=O)N(c2ccc(OCc3ccccc3)cc2)C1 (stereo not drawn)	1	-9%	0%	-1%	-2%	-6	5	-7%	-6	2%
CCOC(=S)SCc1cn2ccccc2n1	-8	4%	-1%	19%	-2%	3	0	12%	3	7%
O=C1CCc2cc(S(=O)(=O)Nc3cccc(F)c3)cc3c2N1CC3	-3	-9%	.	.	1%	-3	.	.	-9	-2%
CC1CCC2(CC1)NC(=O)N(CC(=O)c1ccc(CNC(=O)C(C)(C)C)s1)C2=O (stereo not drawn)	-1	0%	.	.	-2%	4	.	.	12	-2%
COC(=O)c1c(-c2ccccc2)csc1NC(=O)c1c(-c2ccccc2)noc1C	-46	2%	0%	2%	6%	2	3	13%	18	-3%
CCC(=O)Nc1ccc(NC(=S)NC(=O)/C=C/c2ccccc2)cc1	6	0%	-3%	.	2%	1	1	3%	5	-3%
N#Cc1cn(Cc2cccc(Cl)c2)c2ccccc12	56	-27%	1%	-5%	10%	-3	-1	5%	-1	-3%
COc1ccc(NC(=O)c2cc(-c3ccccn3)nc3c(C)cc(C)cc23)c(C)c1	-2	-5%	-7%	5%	33%	19	2	?	-6	1%
Cc1ccc(S(=O)(=O)c2nc(-c3ccco3)oc2SCC(=O)NCC2CCCO2)cc1 (stereo not drawn)	1	-7%	-3%	?	3%	2	3	0%	2	-1%
CC(OC(=O)/C=C/c1ccccc1)C(=O)Nc1ccc(C(N)=O)cc1 (stereo not drawn)	3	9%	.	.	0%	?	.	.	-9	0%
CN(C)CC/C=C1\c2cc(Cl)ccc2Sc2cc(F)c(F)cc21	2	-72%[inhibitor]	.	.	.	.	.	.	5	-2%
Cc1nc(CS(=O)(=O)c2ccccn2)sc1C(=O)NNC(=O)c1ccc(Cl)cc1	-4	11%	5%	-4%	-4%	-6	10	-1%	-1	3%
CN(c1ccccc1)S(=O)(=O)c1ccc(Cl)c(C(=O)OCC(N)=O)c1	-6	3%	7%	-5%	5%	-4	5	-11%	-10	1%
O=C(COc1ccc(/C=N/NC(=O)c2cc3ccccc3o2)cc1Br)Nc1ccccc1	1	-55%[inhibitor]	7%	17%	26%	.	0	30%	-17	48%[activator]
CSc1nc(O)c(C2OC(=O)c3ccccc32)c(=O)[nH]1 (stereo not drawn)	-16	-2%	8%	-11%	7%	1	-2	-18%	7	3%
CN1CCN(C(=O)c2ccccc2N(Cc2ccccc2)S(=O)(=O)c2ccccc2)CC1	9	10%	1%	-8%	4%	-2	-1	-4%	-17	7%
COc1ccccc1N1CCN(S(=O)(=O)c2ccc(Br)s2)CC1	-5	-3%[7.66 µM]	0%	-4%	.	13	3	5%	-14	0%
Cc1ccc(C)c(S(=O)(=O)NCC(=O)Nc2ccc3c(c2)OCO3)c1	-16	-6%	6%	-2%	1%	-3	.	3%	1	-1%
Cc1cc(C)cc(N(C(=O)c2ccc(Br)o2)C2C=CS(=O)(=O)C2)c1 (stereo not drawn)	0	26%	0%	0%	-1%	1	0	2%	5	1%

Screening data deposited in PubChem by National Center for Advancing Translational Sciences (NCATS).
